Assay outcomes from PubChem BioAssay.
Vif inh = blocks HIV Vif function. AID 602346. HEK293T cells, Vif self-association by quenched fluorescence, imaging, 24 h. inhibition, % at 7.49 µM. 0.35% of 340,000 active; in the data active means inhibition above about 50%, passing the limit was not always enough; further: some results filed as inactive read as strong as hits
NCOA2 inhibitor = inhibits human steroid receptor coactivator 2; inhibition, % at 9 µM; HEK293 GAL4-SRC2 luciferase reporter, luminescence; 0.17% of 370,000 active; AID 651957;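 active means inhibition above the mean inhibition of all tested compounds plus 3 SD, set per campaign, cut at about 52% in these data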;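 further: 0% = DMSO treated cells and 100% = cells given Gossypol at 36 µM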
TRAIL sens C8 = sensitizes caspase-8 expressing cells to TRAIL. NB7+C8 cells + TRAIL, ATPlite viability luminescence. inhibition (viability loss, TRAIL sensitization), % at 10 µM. 1% of 360,000 active;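 active means compounds causing at least 50% loss of cell viability in the single-dose screen, relative to plate controls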
TROY NFkB inh = blocks TROY-dependent signaling in reporter cells | Q293 LMP1-TROYcd NF-kB luciferase reporter, 4 h | inhibition, % at 10 µM | 0.98% of 360,000 active | AID 1347056;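 active means compounds whose plate-normalised and pattern-corrected inhibition of the luciferase reporter signal at the single screening dose is 50% or more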
NOD2-RIPK2 inh = inhibitors of human NOD2-RIPK2 interaction. inhibition, % at 4.98 µM. CHO BLA complementation NOD2-RIPK2, CCF4 ratio. 0.38% of 360,000 active; in the data active means inhibition above about 21%;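 further: 0% = vehicle only and 100% = reference blocker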
NCOA1 inh = human NCOA1 inhibition; HEK293 GAL4-SRC1 luciferase reporter, luminescence; inhibition, % at 3.6 µM; 0.12% of 360,000 active;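 active means inhibition above the campaign mean plus 3 SD, with each screening campaign given its own cutoff, cut at about 60% in these data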;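 further: 0% = DMSO treated cells and 100% = gossypol at 36 µM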
COUP-TFII inh = inhibitors of human COUP-TFII (NR2F2); inhibition, % at 8.6 µM; 0.7% of 370,000 active; HEK293T NGFI-A luciferase reporter, luminescence; AID 686940; P24468;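 active means inhibition above a per-plate cutoff, mean inhibition of test wells between control levels plus 3 SD, cut at about 38% in these data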;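 further: cells cotransfected with COUP-TFII expression vector driving the NGFI-A reporter; 0% = median of COUP-TF2 test wells and 100% = reporter-only cells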
EBV LMP1 NFkB = reduces LMP1-driven NF-kappaB luciferase signal; 0.69% of 350,000 active; inhibition, % at 12.5 µM; LMP1-induced NF-kappaB luciferase reporter cells, luminescence; in the data active means inhibition above about 41%;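 further: 0% = neutral control wells and 100% = reference inhibitor control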
NR5A2 inv ag = suppresses constitutive activity of human LRH-1. inhibition, % at 3.6 µM. O00482. 0.13% of 360,000 active. HEK293T StAR-luciferase reporter, LRH-1 transfected, 24 h;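 active means inhibition above the mean inhibition of all tested compounds plus 3 SD, cut at about 73% in these data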;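 further: 0% = DMSO wells and 100% = reporter-only cells lacking LRH-1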
NCOA3 inh = inhibitors of human steroid receptor coactivator 3 (SRC3) | Q9Y6Q9 | HEK293 GAL4-SRC3 luciferase reporter, luminescence | inhibition, % at 3.6 µM | 0.17% of 360,000 active | AID 588352;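 active means inhibition above a per-campaign cutoff, the mean of all compounds plus 3 SD, cut at about 60% in these data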;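 further: 0% = DMSO-treated cells and 100% = gossypol-treated cells at 36 µM; higher means less SRC3-driven luciferase light from the GAL4 reporter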
TLR9-MyD88 block = TLR9-MyD88 interaction inhibition | inhibition, % at 4.98 µM | 0.21% of 340,000 active | AID 504734 | CHO BLA complementation TLR9-MyD88, CCF4 FRET ratio;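 active means inhibition above the mean over all tested compounds plus 3 SD, cut at about 21% in these data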;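 further: 0% = DMSO only wells and 100% = clavulanate BLA inhibitor control wells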
* = called active by the depositor; · = no result given. A portion of the library; rates above refer to the full screens.

SMILES	Vif inh	NCOA2 inhibitor	TRAIL sens C8	TROY NFkB inh	NOD2-RIPK2 inh	NCOA1 inh	COUP-TFII inh	EBV LMP1 NFkB	NR5A2 inv ag	NCOA3 inh	TLR9-MyD88 block
O=C(NCc1ccc(F)cc1)C1CCC(=O)N1CCc1ccccc1 (centres undefined)	1	-1	-6	17	7	2	-22	5	6	-9	3
CC(=O)Nc1nnc(C)s1	6	-10	-17	-4	1	-39	10	2	27	9	2
Cc1ccnc(SCC(=O)c2ccc([N+](=O)[O-])cc2)n1	-3	5	-10	-6	-2	-41	-6	1	-3	10	-6
O=C1OCCN1C(=O)[C@H]1[C@H](c2ccc(F)cc2)C(c2ccc(F)cc2)=NN1c1ccc(Br)cc1	2	·	7	-6	-7	-1	·	-10	13	-1	2
Cc1cc(Cl)ccc1OCC(=O)OCC(=O)NC1CCS(=O)(=O)C1 (centres undefined)	-8	2	5	-7	-7	7	-3	-5	-13	7	0
Cc1ccc(NC(=O)CC2C(=O)NC3CCCCC3N2C(=O)c2ccc(F)cc2)cc1C (centres undefined)	10	-14	0	-8	0	3	-7	-1	5	23	-2
CN1CCN(C(=O)c2ccccc2N(Cc2ccccc2)S(C)(=O)=O)CC1	4	-5	-19	7	-7	2	-2	1	-2	17	-1
O=C(CSc1nnc(-c2ccc(O)cc2)o1)Nc1ccccc1	16	-75	18	-52	7	-83	-30	-10	-132	-83	-5
Cc1nn(Cc2ccccc2)c(Cl)c1C(=O)OCC#N	19	8	-1	-4	0	1	10	-1	-5	5	-2
NC(=O)C1CCN(C(=O)c2ccc(-c3ccccc3)cc2)CC1	5	·	5	2	-3	-11	·	1	-28	5	-4
CC(C)[C@H](NC(N)=O)C(=O)Nc1ccc(Oc2ccccc2)cc1	-28	4	4	10	1	-17	4	-5	5	14	1
O=C1NC[C@@H](CCCCN2C[C@H](Cc3ccc(O)cc3)N(CC3CCCCC3)C(=O)C2=O)N(CCC2CCCCC2)C1=O	·	-19	-9	1	-4	·	9	·	13	·	·
CCOC(=O)c1ccc(NC(=O)Nc2ccc(F)cc2)cc1	-5	-6	1	-12	-5	-20	-35	-9	-49	-6	5
CC[C@@H](C)[C@@H]1CN([C@@H](CN2CCC[C@H]2CN2C(N)=NC[C@H]2CC(C)C)C(C)C)C(=N)N1CCc1ccc(Cl)c(Cl)c1	·	5	7	5	-4	-4	3	-2	6	-8	0
O=C(Oc1c(-c2ccccc2)c(=O)n2c3c(cccc13)CC2)c1cccc([N+](=O)[O-])c1	·	-31	-20	47	-12	-24	0	-1	24	9	·
CCc1nc2c(OCCn3cccc3)cccn2c1N(C)C(=O)C1CC1	14	-35	-3	-7	6	1	8	·	2	-9	·
CCc1cccc(N(CC(=O)NC2CCCCC2)C(=O)c2csnn2)c1	9	0	-1	9	-14	-9	8	-8	3	1	0
Cc1ccc2nc(C)cc(C(=O)OCC(=O)Nc3c(C)n(C)n(-c4ccccc4)c3=O)c2c1	-7	6	3	-13	7	5	-18	-9	19	-6	3
CCOC(=O)c1nc(Nc2ccc(N3CCOCC3)cc2)c2ccccc2n1	-11	-4	9	-1	-9	-18	-14	-2	-3	-2	6
COc1ccc2c(c1)[nH]c1c(=O)n(Cc3ccccn3)cnc12	7	-10	10	-9	-15	-33	-12	-19	-25	-21	1
COc1ccc(/C=C(/C#N)C(=O)Nc2cc(C)ccc2C)cc1C(=O)O	-7	7	-7	6	-11	-1	7	-9	6	2	-17
Cc1ccc(C(=O)NCC(=O)NCC(c2ccco2)N2CCCCC2)cc1C (centres undefined)	·	-16	2	-24	1	0	-1	2	11	-6	-3
COc1ccc(CSc2nc3nc(C)cc(C)n3n2)cc1F	0	-7	14	0	-12	2	0	18	-20	1	-14
Cc1cc(NC(=O)CSc2nnc(Nc3ccccc3F)s2)no1	9	-81	-12	-42	-5	5	-4	-17	-17	6	-10

Another view of some results above.
| molecule | Vif inh | NCOA2 inhibitor | TRAIL sens C8 | TROY NFkB inh | NOD2-RIPK2 inh | NCOA1 inh | COUP-TFII inh | EBV LMP1 NFkB | NR5A2 inv ag | NCOA3 inh | TLR9-MyD88 block |
| --- | --- | --- | --- | --- | --- | --- | --- | --- | --- | --- | --- |
| O=C(NCc1ccc(F)cc1)C1CCC(=O)N1CCc1ccccc1 (centres undefined) | 1 | -1 | -6 | 17 | 7 | 2 | -22 | 5 | 6 | -9 | 3 |
| CC(=O)Nc1nnc(C)s1 | 6 | -10 | -17 | -4 | 1 | -39 | 10 | 2 | 27 | 9 | 2 |
| Cc1ccnc(SCC(=O)c2ccc([N+](=O)[O-])cc2)n1 | -3 | 5 | -10 | -6 | -2 | -41 | -6 | 1 | -3 | 10 | -6 |
| O=C1OCCN1C(=O)[C@H]1[C@H](c2ccc(F)cc2)C(c2ccc(F)cc2)=NN1c1ccc(Br)cc1 | 2 | · | 7 | -6 | -7 | -1 | · | -10 | 13 | -1 | 2 |
| Cc1cc(Cl)ccc1OCC(=O)OCC(=O)NC1CCS(=O)(=O)C1 (centres undefined) | -8 | 2 | 5 | -7 | -7 | 7 | -3 | -5 | -13 | 7 | 0 |
| Cc1ccc(NC(=O)CC2C(=O)NC3CCCCC3N2C(=O)c2ccc(F)cc2)cc1C (centres undefined) | 10 | -14 | 0 | -8 | 0 | 3 | -7 | -1 | 5 | 23 | -2 |
| CN1CCN(C(=O)c2ccccc2N(Cc2ccccc2)S(C)(=O)=O)CC1 | 4 | -5 | -19 | 7 | -7 | 2 | -2 | 1 | -2 | 17 | -1 |
| O=C(CSc1nnc(-c2ccc(O)cc2)o1)Nc1ccccc1 | 16 | -75 | 18 | -52 | 7 | -83 | -30 | -10 | -132 | -83 | -5 |
| Cc1nn(Cc2ccccc2)c(Cl)c1C(=O)OCC#N | 19 | 8 | -1 | -4 | 0 | 1 | 10 | -1 | -5 | 5 | -2 |
| NC(=O)C1CCN(C(=O)c2ccc(-c3ccccc3)cc2)CC1 | 5 | · | 5 | 2 | -3 | -11 | · | 1 | -28 | 5 | -4 |
| CC(C)[C@H](NC(N)=O)C(=O)Nc1ccc(Oc2ccccc2)cc1 | -28 | 4 | 4 | 10 | 1 | -17 | 4 | -5 | 5 | 14 | 1 |
| O=C1NC[C@@H](CCCCN2C[C@H](Cc3ccc(O)cc3)N(CC3CCCCC3)C(=O)C2=O)N(CCC2CCCCC2)C1=O | · | -19 | -9 | 1 | -4 | · | 9 | · | 13 | · | · |
| CCOC(=O)c1ccc(NC(=O)Nc2ccc(F)cc2)cc1 | -5 | -6 | 1 | -12 | -5 | -20 | -35 | -9 | -49 | -6 | 5 |

Additional structures:
SMILES	Vif inh	NCOA2 inhibitor	TRAIL sens C8	TROY NFkB inh	NOD2-RIPK2 inh	NCOA1 inh	COUP-TFII inh	EBV LMP1 NFkB	NR5A2 inv ag	NCOA3 inh	TLR9-MyD88 block
COc1ccc(/C=C/C(=O)c2ccc[nH]2)c(OC)c1OC	0	-39	12	-59	-9	-69	-41	-19	-63	-54	-7
Cn1ccnc1SC(=O)N1c2ccccc2Sc2ccccc21	11	3	-22	5	-9	4	-7	0	-25	1	0
CCOCCCNC(=O)C1CCC(CNS(=O)(=O)c2cccc3nsnc23)CC1 (centres undefined)	-12	4	-9	14	-3	-28	2	-9	5	16	-3
CCOCCCn1c(=O)c2ccccc2n2c(=S)[nH]nc12	12	-3	3	5	4	13	-16	-10	-14	-3	-4
CCCN1Cc2cccc(C(=O)Nc3ccc(OC)c(OC)c3)c2C1=O	-12	1	3	-4	0	-8	0	9	-10	7	-5
COc1cccc(CNc2cc(CSc3ccc(Cl)cc3)nc(C)n2)c1	1	·	5	36	18	-11	·	-13	-15	16	0
O=C(COC(=O)c1cccc(Cl)c1Cl)NC1CCCCCC1	3	-14	-5	-6	-3	-15	1	-5	7	4	1
Cc1nc2ccccc2c(=O)n1C1CCCCCC1	11	-4	-14	-1	1	-18	-3	-6	4	10	0
COc1cc2c(cc1OC)CN(Cc1ccc(OC)c(C)c1OC)CC2	-1	-2	10	-5	2	7	20	7	12	6	0
CC(C)C(=O)N(Cc1cc2ccccc2[nH]c1=O)C(C)(C)C	-3	-20	2	-19	-1	-3	-19	2	-9	20	-9
CC1=C(C(=O)N(C(C)C)C(C)C)CC(CC(=O)NCCCN(C)C)C(=O)N1Cc1ccccc1 (centres undefined)	·	12	-5	8	0	2	-16	·	-1	3	·
CCn1c(SCC(=O)N2CCOCC2)nnc1-c1ccco1	-7	-9	5	6	-9	-6	2	-5	-4	13	-6
COC(=O)C1(CCSC)NC(c2ccccc2OC)C2C(=O)N(C)C(=O)C21 (centres undefined)	-7	6	-7	-44	-7	-9	-7	-9	6	-3	4
O=C(CSc1ncn[nH]1)N1c2ccccc2Sc2ccccc21	9	-12	-1	35	2	-1	9	-2	17	27	0
Cn1c(CN2CCN(S(C)(=O)=O)CC2)nc2cc([N+](=O)[O-])ccc21	5	-8	2	-10	4	-13	-15	1	2	-1	5
Cc1ccc(N/C(N)=N/c2nc3c(c(=O)[nH]2)CCCC3)c(C)c1	1	-5	18	4	5	-19	7	-5	4	4	-2
O=C(/C=C/c1cccc(F)c1)OCC(=O)N1CCCC1	3	0	13	-60	-2	10	-19	7	-13	0	-2
COC(=O)c1cccc(NC(=O)c2cccnc2C(=O)O)c1C	-4	9	-12	14	-9	-3	24	-6	-7	4	0
CC(=O)N1CCN(Cc2cc(=O)oc3ccc4ccccc4c23)CC1	·	-4	17	-10	7	-2	-1	·	4	11	·
O=C(NC1C=CS(=O)(=O)C1)c1sc2ccccc2c1Cl (centres undefined)	18	-31	-19	-19	7	-11	4	6	23	8	0
O=C(COC(=O)c1ccc(O)cc1)NCCC1=CCCCC1	-2	3	-5	10	-3	-5	-1	0	0	-18	3
N#Cc1sc2nc(-c3cccs3)cc(-c3ccccc3)c2c1N	14	8	8	-7	8	-23	12	-5	0	6	6
Cc1csc(SCC(=O)NC(=O)c2ccccc2)n1	·	1	-23	2	2	3	7	3	-22	10	3
